GC-B act: GC-B (human) receptor activation. P20594. HEK293-GC-B cells, CNP EC30, cGMP TR-FRET; 0% at EC30 CNP, 100% saturating CNP. activation, % at 10 µM. 370,000 compounds, 0.11% hits. AID 1920062;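 active = activation at 10 µM reaching about 35% in either raw or pattern-adjusted values, limit read from the data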
GAA850 FXN act: frataxin GAA850 promoter activation | HEK293 lucGAA850 FXN promoter luciferase reporter, 24 h; percent of 10 µM SAHA response | activation, % at 6 µM | 360,000 compounds, 0.56% hits;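 active = activation above the average of all compounds screened plus 3 SD, cutoff fixed separately per campaign, cut at about 7.5% in these data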;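 also: 0% = DMSO wells and 100% = 10 µM SAHA wells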
NPR1 activator: GC-A (human) enzyme activation; activation, % at 10 µM; HEK293 GC-A cells, cGMP TR-FRET, EC30 ANP; 0% at EC30 ANP, 100% saturating ANP; 370,000 compounds, 0.14% hits; P16066; in the data active = activation above about 40%
ADAM10 inh: ADAM10 inhibition, QFRET primary screen | recombinant ADAM10, EDANS/DABCYL FRET peptide cleavage, 3 h | inhibition, % at 7 µM | 370,000 compounds, 0.62% hits | O14672;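 active = inhibition above a per-campaign cutoff equal to the mean of compounds falling between control-based bounds plus 3 SD, cut at about 20% in these data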;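 also: 0% = DMSO wells while the 100% control is not disclosed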
Target sequence (O14672 214-748 limits assumed): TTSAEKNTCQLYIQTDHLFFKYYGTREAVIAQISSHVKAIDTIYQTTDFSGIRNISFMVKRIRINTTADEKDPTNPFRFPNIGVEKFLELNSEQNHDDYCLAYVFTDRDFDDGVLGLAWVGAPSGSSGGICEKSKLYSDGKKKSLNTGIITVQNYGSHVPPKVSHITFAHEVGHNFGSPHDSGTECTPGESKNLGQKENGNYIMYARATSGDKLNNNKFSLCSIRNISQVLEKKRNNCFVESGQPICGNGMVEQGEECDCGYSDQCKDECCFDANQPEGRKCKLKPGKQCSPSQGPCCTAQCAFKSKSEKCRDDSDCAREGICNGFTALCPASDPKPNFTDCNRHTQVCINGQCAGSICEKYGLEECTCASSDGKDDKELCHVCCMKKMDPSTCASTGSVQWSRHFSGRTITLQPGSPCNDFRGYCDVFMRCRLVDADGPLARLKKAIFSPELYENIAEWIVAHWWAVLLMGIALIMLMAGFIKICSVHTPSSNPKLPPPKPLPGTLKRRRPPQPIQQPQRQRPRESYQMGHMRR
hgDAF12 agonist: activates the H. glycines DAF-12 receptor ligand-binding domain | HEK293 GAL4-hgDAF12 UAS-luciferase reporter, agonist luminescence; normalized to butyrate control | activation, % at 6.8 µM | 370,000 compounds, 1.8% hits;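 active = activation above a cutoff set at the mean of all screened compounds plus 3 SD, cut at about 10% in these data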;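 also: 0% = DMSO wells and 100% = sodium butyrate wells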
hcDAF12 agonist: activators of H. contortus DAF-12 nuclear receptor. HEK293 hcDAF-12 lit1-tk-luc reporter, luminescence; 0% DMSO, 100% Δ7-dafachronic acid. activation, % at 6.8 µM. 370,000 compounds, 1.4% hits;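 active = activation above the mean of all tested compounds plus 3 SD, cut at about 5.5% in these data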;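 also: 100% = response to 3 µM Δ7-dafachronic acid high control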
DAX1 inh-1: inhibitors of human orphan nuclear receptor DAX1 (NR0B1) | 340,000 compounds, 0.99% hits | P51843 | HEK293 Gal4-DAX1 luciferase reporter, luminescence | AID 504766 | inhibition, % at 6.75 µM;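 active = inhibition above the mean over all tested compounds plus 3 SD, cut at about 4.2% in these data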;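 also: 0% = DAX1-transfected cells with DMSO and 100% = empty-vector control cells with DMSO; inhibition shows as a rise in luminescence from relieved DAX1 repression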
ssDAF-12 act: S. stercoralis DAF-12 activation, primary screen; HEK293 ssDAF-12/GRIP1 lit1-tk-luc reporter, luminescence; % of 3 µM dafachronic acid response; activation, % at 6.8 µM; 370,000 compounds, 1% hits;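 active = activation above the mean over all tested compounds plus 3 SD, cut at about 0.9% in these data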;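 also: 0% = DMSO-only wells and 100% = 3 µM delta7-dafachronic acid wells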
sPLA2-III inh: Blocks human group III sPLA2 activity. Q9NZ20. QFRET BODIPY PC-A2 liposome hydrolysis, fluorescence. inhibition, % at 12.2 µM. 370,000 compounds, 0.56% hits;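 active = inhibition above mean plus 3 SD of compounds lying within the high and low control bounds, cut at about 19% in these data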;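 also: 0% = median of test compound wells and 100% = no enzyme DMSO wells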
Target sequence (Q9NZ20 whole entry, looked up): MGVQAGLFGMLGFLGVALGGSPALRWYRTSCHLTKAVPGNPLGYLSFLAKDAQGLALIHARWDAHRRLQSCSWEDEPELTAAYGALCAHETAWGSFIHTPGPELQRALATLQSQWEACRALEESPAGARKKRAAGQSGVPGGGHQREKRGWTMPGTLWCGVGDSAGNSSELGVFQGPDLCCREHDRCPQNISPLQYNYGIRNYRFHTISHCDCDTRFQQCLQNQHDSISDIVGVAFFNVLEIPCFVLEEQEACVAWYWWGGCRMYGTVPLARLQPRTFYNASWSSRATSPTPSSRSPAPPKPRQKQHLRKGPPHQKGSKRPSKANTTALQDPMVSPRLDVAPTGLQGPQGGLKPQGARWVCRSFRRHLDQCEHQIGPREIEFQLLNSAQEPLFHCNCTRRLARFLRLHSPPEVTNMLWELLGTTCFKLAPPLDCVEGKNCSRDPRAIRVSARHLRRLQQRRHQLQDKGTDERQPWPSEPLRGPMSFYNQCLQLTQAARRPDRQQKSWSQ
DAX1 inh-2: blocks DAX1 repression of SF-1 activated StAR promoter; HEK293T StAR-luciferase reporter, SF-1/DAX-1 repression relief; inhibition, % at 6.8 µM; 370,000 compounds, 1.1% hits; AID 652010;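 active = inhibition above the mean over all tested compounds plus 3 SD, cut at about 3.6% in these data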;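 also: 0% = DAX-1 cells with DMSO and 100% = cells lacking DAX-1 with DMSO; higher inhibition means more luminescence from relief of DAX-1 repression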
SMARCA2 act: increases SMARCA2 function in MMTV reporter cells | MG213 cells, MMTV-luciferase reporter, dexamethasone, overnight | activation, % at 9.1 µM | 370,000 compounds, 1% hits; in the data active = activation above about 7.8%;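 also: 0% = vehicle wells and 100% = reference activator wells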
* hit, by the source's call; i = inactive.

SMILES	GC-B act	GAA850 FXN act	NPR1 activator	ADAM10 inh	hgDAF12 agonist	hcDAF12 agonist	DAX1 inh-1	ssDAF-12 act	sPLA2-III inh	DAX1 inh-2	SMARCA2 act
Cc1ccc(S(=O)(=O)N2CCCC2CNC(=O)C(=O)Nc2ccc(F)cc2F)cc1 (centres undefined)	11	-1.4	0	-1	-0.7	-2.2	-0.8	-0.8	-3	-0.6	-3
Cc1c(NC(=O)/C(=C\c2ccccc2)NC(=O)c2ccccc2)c(=O)n(-c2ccccc2)n1C	-5	1.2	-4	4	-2.6	-1.6	2.1	-1.1	6	-0.2	-2
O=C(CSCC(=O)OCn1nnc2ccccc2c1=O)Nc1ccc(Cl)cc1	-8	-1.2	13	4	-0.3	0.1	1.4	-0.4	-4	0.1	-1
Cc1ccc(C(C2=C(O)CC(C)(C)CC2=O)C2C(=O)CC(C)(C)CC2=O)s1 (centres undefined)	5	-0.4	18	5	-2.9	-0.8	-1.0	-1.2	-1	0.1	-2
CSCC(=O)Nc1ccc(F)c(Cl)c1	5	-1.7	3	-1	0.1	-1.1	1.3	-0.8	-3	-0.7	2
COc1cccc2c(SCC(=O)N/N=C/c3ccc(O)cc3O)cc(C)nc12	-6	-0.7	-10	-5	-2.4	-1.1	-0.8	-1.4	-16	-0.2	-5
CCOC(=O)c1c(NC(=O)CN2C(=O)NC(C)(c3ccc(Cl)cc3)C2=O)sc(C(=O)NC)c1C (centres undefined)	2	0.7	1	7	-5.2	-2.3	0.0	-1.7	-23	-0.7	-1
Cc1sc2ncnc(N3CCC(C(=O)NNC(=O)COc4cccc(C(F)(F)F)c4)CC3)c2c1C	-6	0.3	-3	-5	0.0	-2.2	-1.6	-1.5	-17	-2.0	-2
Cc1cccc(C(=O)Oc2ccccc2-c2nnco2)c1	-7	1.7	5	-4	0.1	1.1	0.5	-1.0	-6	0.3	2
Cc1nnc(NC(=O)CN2CCN(Cc3ccccc3)CC2)s1	6	1.0	0	-11	3.4	1.0	0.4	-1.1	0	0.0	0
CC1(C)CC(=O)c2sc(NC(=O)C(C)(C)C)nc2C1	1	3.6	1	-7	6.5	1.6	0.5	1.5*	0	0.8	3
COCCN1CCc2[nH]c(=S)[nH]c(=O)c2C1	1	-0.7	2	-12	-0.6	-0.6	1.4	-0.5	5	-0.2	-2
O=S(=O)(C/C(=C/CO)S(=O)(=O)c1ccccc1)c1ccccc1	4	-17	-7	1	-4.4	-1.6	-3.3	-2.3	9	-4.8	-10
O=C(CN(Cc1ccccc1Cl)C(=O)c1csnn1)NCc1ccc(F)cc1	1	-0.3	-2	-4	-3.4	-1.6	-1.1	-1.0	-1	-0.2	0
C=C(CO)C1Cc2cc(C(C)=O)ccc2O1 (centres undefined)	7	-1.2	-1	-13	0.2	0.0	4.3*	-1.3	-1	-1.2	0
O=C(COc1cccnc1[N+](=O)[O-])N1CCc2ccccc2C1	2	-0.8	-1	-8	-1.3	-1.6	-1.7	-1.0	14	-0.2	-4
CC(C)(C)c1cccc(C2(O)C(=O)c3ccccc3C2=O)c1O	-5	-0.8	-5	4	-4.6	-1.3	-0.2	-0.6	-6	-0.3	-2
OC1(c2ccccc2)CNCCc2ccccc21 (centres undefined)	0	-0.3	0	7	-0.5	0.1	1.4	-0.8	-1	-0.2	-2
COc1cccc(NC(=O)C2CCCN(S(=O)(=O)c3cccc4nonc34)C2)c1 (centres undefined)	1	2.9	2	-3	0.5	-0.7	0.7	-0.8	-2	0.2	-3
CC(=O)N1C[C@H]2CON(C)[C@H]2C[C@H]1c1ccc(-c2ccc(C#N)cc2)cc1	0	0.1	6	-8	-1.0	0.4	1.2	0.0	2	0.8	-1
CC(=O)Nc1ccc(NC(=O)C(C)Sc2nc3nc(C)cc(C)n3n2)cc1 (centres undefined)	-7	-1.3	-2	-6	1.1	-1.4	0.8	-0.8	7	0.0	-2
COc1ccc(C2C=C(C34CC5CC(CC(C5)C3)C4)NC(=S)N2)cc1 (centres undefined)	11	3.3	15	0	0.4	-1.7	0.4	-1.4	16	-0.2	-5
c1ccc(C2(CN3CCNC[C@H]3Cc3cccc4ccccc34)CC2)cc1	-7	-0.4	-5	-6	2.4	-0.5	1.1	-1.1	23*	-0.5	-1
COc1ccccc1NC(=S)NCc1cccnc1	3	0.0	0	5	-0.9	1.8	-1.2	-0.7	8	-0.2	0
COc1ccc(/C=C/C(=O)N2CCCC2)cc1OC	0	0.4	-2	-54	1.4	0.0	-1.6	-1.0	8	-0.3	4
CC1CCN(C(=O)CN(CCc2ccccc2)S(C)(=O)=O)CC1	0	-1.2	2	-12	-0.7	-1.2	0.3	-1.1	-4	0.0	-2
Cc1cnc(C(=O)OCC(=O)Nc2cccc(Cl)c2)cn1	3	1.7	7	-1	3.1	-1.5	1.0	-1.0	-1	0.5	-1
COC(=O)c1cc(C(=O)OC)cc(N2C(=O)CC(Sc3nc(C)cc(C)n3)C2=O)c1 (centres undefined)	-3	0.6	-6	5	0.9	0.5	1.3	-1.3	-6	0.3	0
COc1ccc2sc(-c3ccc(SC)cc3)c(/C=C/c3ccc(OC)c(OC)c3)c2c1	2	1.2	-2	-72	0.5	3.5	0.6	0.4	-4	-0.6	2
CN(C)CCCn1c(SCC(=O)N2c3ccccc3Sc3ccccc32)nc2ccccc2c1=O	-15	1.6	-20	-3	0.1	1.4	1.2	-0.9	-10	0.6	4
Cc1ccc(CNS(=O)(=O)c2cc3c(cc2C)N(C)CCO3)cc1	-5	-0.4	-10	-3	0.7	2.5	1.2	-1.0	0	-0.8	0
C[C@@H]1CN([C@@H](C)CO)C(=O)c2cc(C#Cc3ccccc3)cnc2O[C@@H]1CN(C)Cc1ccccn1	0	1.1	8	-32	-1.4	-1.2	-1.1	-0.9	2	1.5	-4
O=C(Cc1cccs1)NCc1cccc(Br)c1	2	3.6	1	7	4.4	0.6	1.5	-0.7	4	0.6	9.2*
CCNc1nc(NCC)nc(N/N=C(\C)c2ccc(OC)cc2)n1	2	0.5	-2	3	-0.7	-1.3	-2.0	-1.3	9	-1.0	-2
c1ccc(N2CCN(Cc3cnc(N4CCOCC4)s3)CC2)cc1	2	-3.3	1	-1	-1.0	-2.9	-1.6	-2.2	-1	-2.8	0
CC(C)NC(=O)c1n[nH]c(=O)c2ccccc12	3	0.3	2	3	-0.1	-0.1	-0.7	-0.4	5	0.7	-1
O=C(CSc1nc2c(cnn2-c2ccccc2)c(=O)[nH]1)N1CCOCC1	0	-0.7	-1	-8	-0.1	0.6	-0.8	-1.0	8	0.4	-2
CC(=O)c1ccc(N2CCN(C(=S)Nc3ccccc3C(F)(F)F)CC2)cc1	4	0.1	3	-4	-1.6	-0.8	-0.6	-1.9	12	-0.7	-6
O=C(/C=C/c1cccc(Cl)c1)Nc1ncccn1	-4	1.4	5	4	7.5	1.2	1.2	-1.3	3	0.2	3
c1ccc2c(c1)ccc1[nH]c3c(c12)CCCC3	15	-3.1	24	i	-6.8	-0.4	-1.1	-0.7	1	0.7	-1
COc1ccc(C(=O)N/C(=C\c2ccco2)C(=O)NCCCn2ccnc2)cc1	-1	2.5	1	-1	-0.2	0.6	-0.8	-0.7	1	0.0	1
Cc1[nH][nH]c(=O)c1C(c1ccc(-c2ccc(C(=O)O)cc2)o1)c1c(C)[nH][nH]c1=O	4	-0.8	-1	-24	-1.1	-2.6	-0.8	-1.8	0	-0.8	0
Nc1nc(CN2CCN(c3ccc(F)cc3)CC2)nc(N2CCCc3ccccc32)n1	4	3.2	0	5	1.8	-1.2	-1.3	-0.9	-9	-0.3	-1
CC(C)(C)c1cc(/C=C2\NC(=O)NC2=O)cc(C(C)(C)C)c1O	-3	-1.1	2	5	1.1	-2.2	-0.9	-0.8	1	-0.1	1
CCOc1cccc2sc(NC(=O)CCS(=O)(=O)c3ccccc3)nc12	-3	-2.2	-1	1	-4.2	-1.4	0.2	-1.6	-15	-2.4	-2
COc1ccccc1CN(C)CC(=O)Nc1cccc(S(=O)(=O)N2CCCC2)c1	1	0.1	0	-3	-1.0	-1.0	-0.5	-1.2	-3	-1.2	-2
Oc1ccc(Br)cc1/C=N/Nc1ccccn1	-2	0.3	2	-11	-4.6	-1.2	-4.8	-0.8	17	-1.2	-1
Cc1cc(NC(=O)CSc2ncnc3sccc23)no1	2	2.0	-1	-3	-0.4	-1.4	0.3	-0.6	1	-0.2	-2
COc1cc(OC)cc(C(=O)NNC(=O)Cc2ccc(OC)c(S(=O)(=O)N3CCOCC3)c2)c1	8	-0.1	1	-2	0.6	-1.1	-1.5	-1.8	7	-0.1	-3
CCS(=O)(=O)N1Cc2ccccc2CC1C(=O)Nc1nc2ccccc2s1 (centres undefined)	4	-8.7	-6	-7	0.0	3.4	1.6	-1.4	-18	0.9	-1
CCOc1ccc2nc(NCCNC(=O)Nc3ccccc3)c(C#N)cc2c1	3	-2.5	6	-57	-0.2	4.9	2.4	-0.9	-1	-0.5	0
Fc1ccc(Nc2nc3ccccc3s2)cc1	-2	4.8	9	10	26*	5.3	3.3	-0.2	-7	3.2	2
CCN(CC)c1ccc(NS(=O)(=O)c2ccc3c(c2)oc(=O)n3C)c(C)c1	30	-2.3	19	-2	-0.3	-0.4	0.1	-1.0	8	-2.2	-1
N#Cc1c(-c2ccc(Cl)cc2)ccn2nc(C3CCCCC3)nc12	3	1.1	11	-8	0.9	0.2	0.4	-0.4	-4	0.0	-2
Cc1ccccc1C(=O)NC1CCN(CC(=O)Nc2nccs2)CC1	1	-2.9	0	2	0.6	0.6	1.3	-0.3	0	0.6	2
Cc1cc(CN(C)C(=O)c2ccc3nc(Cc4ccccc4F)oc3c2)n[nH]1	0	-1.1	1	-3	0.2	-2.1	0.1	-1.2	-5	-0.8	-2
Cc1ccc(CCN2C(=O)CCC2(C)C(=O)NC2CCCC2)cc1 (centres undefined)	3	15*	-1	-6	3.5	0.2	0.2	-1.9	2	-1.1	-1
Cc1c(Cl)cccc1NC(=O)CCCCCN1C(=O)CCC1=O	2	-1.1	-1	-2	-2.9	-0.2	0.5	-1.4	-5	0.2	-1
C/C=C/c1ccc(OCC(=O)Nc2cc(Cl)ccc2-n2cncn2)c(OC)c1	-1	1.8	2	1	-2.2	-2.0	1.6	-1.3	-15	-1.8	-1
Oc1ccc(Br)cc1CNc1cnc2ccccc2c1	-5	-1.3	-38	-260	1.3	-2.2	-0.5	-2.0	-55	-0.4	-1

2 consecutive entries from above, quoted:
SMILES	GC-B act	GAA850 FXN act	NPR1 activator	ADAM10 inh	hgDAF12 agonist	hcDAF12 agonist	DAX1 inh-1	ssDAF-12 act	sPLA2-III inh	DAX1 inh-2	SMARCA2 act
CCOC(=O)c1c(NC(=O)CN2C(=O)NC(C)(c3ccc(Cl)cc3)C2=O)sc(C(=O)NC)c1C (centres undefined)	2	0.7	1	7	-5.2	-2.3	0.0	-1.7	-23	-0.7	-1
Cc1sc2ncnc(N3CCC(C(=O)NNC(=O)COc4cccc(C(F)(F)F)c4)CC3)c2c1C	-6	0.3	-3	-5	0.0	-2.2	-1.6	-1.5	-17	-2.0	-2

Screening data as filed in PubChem BioAssay.

Compounds were not picked by outcome; any-hit rate near 6.6%.
